Runt-CBFb FRET: inhibitors of RUNX1 Runt–CBFb binding, primary screen, biochemical, FRET, Cerulean-Runt, Venus-CBFb, uHTS | Runt-related transcription factor 1 (Homo sapiens) + Core-binding factor subunit beta … | inhibition, % at 20 µM | Cerulean-Runt/Venus-CBFb FRET ratio 530/480, 1 h | hit rate 0.46% among 220,000;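 active means inhibition over about 50% at 20 µM in the single-dose screen, limit read from the data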;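 further: 0% = DMSO wells and 100% = excess unlabeled CBFb competitor control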
Target sequence (Q01196 whole entry, looked up): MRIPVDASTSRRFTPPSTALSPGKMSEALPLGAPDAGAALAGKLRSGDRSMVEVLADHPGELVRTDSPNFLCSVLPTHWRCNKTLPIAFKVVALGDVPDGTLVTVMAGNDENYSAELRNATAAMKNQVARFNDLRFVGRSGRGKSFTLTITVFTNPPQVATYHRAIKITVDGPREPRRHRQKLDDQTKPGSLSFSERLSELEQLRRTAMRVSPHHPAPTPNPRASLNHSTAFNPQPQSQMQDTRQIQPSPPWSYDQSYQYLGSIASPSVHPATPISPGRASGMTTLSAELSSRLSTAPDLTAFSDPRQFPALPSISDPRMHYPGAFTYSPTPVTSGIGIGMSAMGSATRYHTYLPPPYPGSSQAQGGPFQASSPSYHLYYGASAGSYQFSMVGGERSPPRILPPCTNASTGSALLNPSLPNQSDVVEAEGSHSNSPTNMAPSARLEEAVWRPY
Target sequence (Q13951 whole entry, looked up): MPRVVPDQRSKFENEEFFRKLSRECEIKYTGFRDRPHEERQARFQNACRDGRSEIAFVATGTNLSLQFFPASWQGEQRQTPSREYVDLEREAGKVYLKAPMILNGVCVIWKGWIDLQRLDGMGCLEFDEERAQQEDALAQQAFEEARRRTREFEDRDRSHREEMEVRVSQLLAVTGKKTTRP
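Assay system: Cerulean-Runt domain / Medium: Tris 50 mM pH 7.5, KCl, K2SO4, 0.01% BSA / Timing: protein complex preformed 1 h, compound exposure 1 h, room temperature, dark / Measured by: FRET, excitation 422 nm, emission at 530 and 480 nm / Evaluation: loss of energy transfer signal / Control set: 5 µM unlabeled CBFb as full-inhibition high control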
Hck Nef HTS: inhibitors of Nef-activated human Hck kinase, primary screen, biochemical, Z-Lyte FRET, 384-well, Hck-YEEI; inhibition, % at 20 µM; Tyrosine-protein kinase HCK (Homo sapiens), P08631; Recombinant Hck-YEEI plus Nef, Z-Lyte FRET kinase assay; hit rate 0.68% among 220,000;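 active means Hck-Nef kinase inhibition above about 50%, limit read from the data; inactive means inhibition below that limit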;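 further: 0% = DMSO with Hck plus Nef and 100% = Hck alone without Nef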
FXIa inh 1536: human FXIa protease inhibitors, primary screen, biochemical, 1536-well | inhibition, % at 5 µM | hit rate 0.14% among 220,000 | AID 798, 2007 | purified FXIa, Boc-Glu-Ala-Arg-AMC fluorogenic substrate | Coagulation factor XI (Homo sapiens), P03951;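 active means inhibition of at least 40%; inactive means inhibition below 40%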;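 further: fluorescence of freed AMC excited at 355 nm; 0% = enzyme without compound and 100% = no enzyme blank; many of its hits are not listed in these tables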
FXIIa inh: human FXIIa protease inhibitors, primary screen, biochemical, 1536-well | Coagulation factor XII (Homo sapiens), P00748 | purified FXIIa, Boc-QGR-AMC fluorogenic substrate, 2 h | inhibition, % at 5 µM | hit rate 0.3% among 220,000; in the data active means inhibition above about 40%;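 further: 0% = enzyme with no compound and 100% = blank without enzyme; many of its hits are not listed in these tables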
KLK5 inh: human KLK5 protease inhibitors, primary screen, biochemical, 1536-well | Kallikrein-5 (Homo sapiens), Q9Y337 | recombinant hK5, fluorogenic AMC substrate cleavage | inhibition, % at 5 µM | hit rate 0.59% among 210,000 | AID 873, 2007;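 active means inhibition of 40% or more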;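 further: 0% = enzyme controls without compound and 100% = no-enzyme blanks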
Wee1 stabilizer: Wee1 degradation inhibitors, primary screen, cell-based, HeLa, Wee1K328M-luciferase, luminescence; Wee1-like protein kinase (Homo sapiens), P30291; HeLa Luc-Wee1K328M stability; 100% = proteasome inhibitor MG132 effect; reporter increase, % at 5 µM; hit rate 1.2% among 220,000;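 active means activation above the mean of all tested compounds plus 3 SD, set per screening run, cut at about 8.8% in these data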;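 further: cells exposed to compound for 20 h before luminescence read; 0% = DMSO alone and 100% = MG132 at 30 µM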
thrombin 1536: human alpha-thrombin inhibitors, primary screen, counter-screen for coagulation protease inhibitor project, biochemical, 1536-well, fluorogenic AMC substrate; Prothrombin (Homo sapiens), P00734; Boc-VPR-AMC fluorogenic substrate cleavage; inhibition, % at 5 µM; hit rate 0.26% among 220,000;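 active means inhibition at or above 40%; inactive means inhibition below 40%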;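 further: 0% = enzyme with no compound and 100% = wells without enzyme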
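Material: human alpha-thrombin enzyme / Medium: pH 7.5 Tris (50 mM) with NaCl 150 mM, Tween 20 0.05% / Compound: single-point dosing at 5 µM, 0.2% DMSO / Incubation: enzyme reaction carried out at room temperature / Detection: AMC fluorescence, 355/460 nm / Read-out basis: percent inhibition scaled between no-compound controls and no-enzyme blanks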
Runt-SMMHC FRET: inhibitors of RUNX1 Runt–CBFb-SMMHC binding, primary screen, biochemical, FRET, Cerulean-Runt, Venus-CBFb-SMMHC, uHTS; Cerulean-Runt/Venus-CBFb-SMMHC FRET ratio 530/480, 1 h; hit rate 0.74% among 220,000; Runt-related transcription factor 1 (Homo sapiens) + Core-binding factor subunit beta …; inhibition, % at 20 µM;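 active means mean inhibition across duplicate retests at 20 µM reaching about 50%, limit read from the data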;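 further: 0% = DMSO wells and 100% = wells with excess untagged CBFb-SMMHC; inhibitors lower the FRET ratio by blocking Runt binding to CBFb-SMMHC; some results filed as inactive read as strong as hits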
14-3-3 Bad inh: inhibitors of 14-3-3 zeta/Bad binding, primary screen, biochemical, TR-FRET, bovine 14-3-3 zeta; TR-FRET 14-3-3zeta/Dy647-pBad peptide displacement, 1 h; hit rate 0.71% among 220,000; inhibition, % at 21.7 µM; AID 781, 2007; 14-3-3 protein zeta/delta (Bos taurus), P63103;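 active means inhibition above about 70%, limit read from the data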;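 further: 0% = full 14-3-3 plus peptide FRET controls and 100% = background without 14-3-3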
Target sequence (P63103 whole entry, looked up): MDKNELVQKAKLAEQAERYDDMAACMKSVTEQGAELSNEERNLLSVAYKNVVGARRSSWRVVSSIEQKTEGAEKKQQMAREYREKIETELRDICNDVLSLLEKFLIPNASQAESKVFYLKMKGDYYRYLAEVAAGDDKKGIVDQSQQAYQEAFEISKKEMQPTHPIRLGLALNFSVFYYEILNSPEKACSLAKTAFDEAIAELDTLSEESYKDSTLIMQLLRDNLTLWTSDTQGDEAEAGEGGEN
Numbers without * were called inactive; x = not tested or not shown; [ ] = another dose, or the depositor's remark. Compounds were not picked by outcome. About 4.2% of those tested had a hit in this group.

#1 O=c1[nH]c(-c2ccccc2)c(-c2ccccc2)[nH]1
#2 Cc1nn(C)cc1CN1CCCC(C(=O)c2ccc(-c3ccccc3)cc2)C1 (centres undefined)
#3 O=C(Nc1ccccc1N1CCOCC1)C1CCCCN1S(=O)(=O)c1ccccc1 (centres undefined)
#4 O=C(Nc1scc(-c2ccccc2)c1C(=O)O)c1ccco1
#5 CCC1(C)Cc2c(sc3c2c(=O)n(-c2ccccc2)c(=O)n3C)CO1 (centres undefined)
#6 O=C(Nc1ccc(-c2csc(Nc3cccc(C(F)(F)F)c3)n2)cc1)c1cccc(C(F)(F)F)c1
#7 CCN(CC)c1nc(C)c(C(C)=O)cc1C#N
#8 COC(=O)c1ccc(COc2nc(C)cc(C)c2C#N)o1

entry no.	1	2	3	4	5	6	7	8
Runt-CBFb FRET	1	0	-1	1	-1	0	-4	-2
Hck Nef HTS	5	2	21	3	0	20	2	1
FXIa inh 1536	-12	-6	-8	11	-12	4	-3	-10
FXIIa inh	-11	1	8	26	-6	8	17	6
KLK5 inh	-49	-7	-5	59*	17	4	-15	-12
Wee1 stabilizer	0	1	-1	-4	-3	x	-1	0
thrombin 1536	-7	-5	-3	50*	-6	2	-13	1
Runt-SMMHC FRET	2	4	-3	4	0	1	-17	0
14-3-3 Bad inh	-4	-1	-13	2	7[fluorescence artefact?]	-3	-3	-5

#9 COc1cc(C(=O)N/N=C/c2sc(=O)n(-c3ccccc3)c2Cl)cc(OC)c1OC
#10 COc1ccccc1/C=N/N(C(C)=O)c1nc(-c2ccc(F)cc2)cs1
#11 Cc1nc(C)c(C(=O)N(c2ccc(C)c(C)c2)C(C(=O)NCc2ccco2)c2ccccc2)s1 (centres undefined)
#12 CCCCC(CC(O)COCCC)c1n[nH]c(=S)n1-c1ccccc1 (centres undefined)
#13 CS(=O)(=O)Nc1ccc(C2=NN(S(=O)(=O)c3ccccc3)C(c3cccs3)C2)cc1 (centres undefined)
#14 CC1CCN(c2ccc(C(=O)OCC(=O)NCCN3C(=O)CSC3=O)cc2[N+](=O)[O-])CC1
#15 COc1ccc(C(=O)c2ccccc2)cc1
#16 O=C(CSc1nnc(-c2cccnc2)o1)OC1CCCCC1

entry no.	9	10	11	12	13	14	15	16
Runt-CBFb FRET	0	0	-6	-1	2	-7	-2	1
Hck Nef HTS	0	2	-1	11	0	21	-2	4
FXIa inh 1536	-1	-3	1	7	-2	-4	-10	-7
FXIIa inh	2	-1	11	10	5	4	4	11
KLK5 inh	-9	6	-17	2	-6	-4	-10	-23
Wee1 stabilizer	0	1	-2	-3	1	4	1	-1
thrombin 1536	-2	-1	4	x	5	-8	-1	-4
Runt-SMMHC FRET	3	-2	-6	9	-1	2	-1	-1
14-3-3 Bad inh	-11[fluorescence artefact?]	-12[fluorescence artefact?]	0	-5	-5	-18	6	0

#17 O=C(Nc1cccnc1)c1cc(F)c(F)cc1Cl
#18 Cc1ccccc1CNC(=O)CCc1ccccc1
#19 O=C/C(=C\Nc1ccc(Br)cc1)c1nc2ccccc2o1
#20 Cc1ccc(S(=O)(=O)Oc2ccccc2/C=C2/SC(=O)NC2=O)cc1
#21 CCn1cc(Cl)c(C(=O)Nc2nc3ccccc3n2CCN2CCCCC2)n1
#22 Cc1ccc(-n2ncc3c(NCc4cccnc4)ncnc32)c(C)c1
#23 CC(=O)c1c(C(=O)O)c2ccccc2[nH]c1=O
#24 CCOC(=O)Nc1ccc2nc(N3CCCCCC3)sc2c1

entry no.	17	18	19	20	21	22	23	24
Runt-CBFb FRET	-2	-2	-1	-2	4	-2	3	0
Hck Nef HTS	-1	-7	19	4	0	3	21	27
FXIa inh 1536	-6	-4	1	0	-7	10	0	3
FXIIa inh	-12	x	12	3	2	15	2	12
KLK5 inh	-30	2	5	5	-74	-8	0	4
Wee1 stabilizer	7	1	4	-2	-2	-1	-3	5
thrombin 1536	3	3	-4	-2	-10	2	-2	5
Runt-SMMHC FRET	2	0	-3	-3	1	2	-3	0
14-3-3 Bad inh	1	-7	-8	1	2	3[fluorescence artefact?]	5	-2

#25 C/C(CC(=O)NCc1ccco1)=N\NC(=O)COc1ccc(Cl)cc1Cl
#26 Cc1nc(Nc2ccc(C(=O)O)cc2)sc1-c1ccccc1
#27 Cc1ccc(C2C(C=Nc3c(C)n(C)n(-c4ccccc4)c3=O)=C(c3ccccc3)Oc3ccccc32)cc1 (centres undefined)
#28 Cc1nc(C(=O)Nc2cc(Cl)ccc2Cl)nn1-c1cc(OC(C)C)c(Cl)cc1Cl
#29 CC1(C)CC(N2CN(C3CCCCC3)CC2=O)CC(C)(C)N1
#30 COc1cc(CC(=O)Oc2ccc3c(c2)OCO3)cc(OC)c1OC
#31 COc1cccc(-c2nn[nH]n2)c1O
#32 Cc1ccc(Nc2c(N)c(=O)oc3ccccc23)cc1

entry no.	25	26	27	28	29	30	31	32
Runt-CBFb FRET	-1	-2	-4	1	2	0	1	0
Hck Nef HTS	20	56*	1	1	-6	1	1	-6
FXIa inh 1536	-6	0	-1	-1	-1	-18	-5	5
FXIIa inh	0	13	5	14	-6	4	6	14
KLK5 inh	-5	x	-9	-12	-1	-9	-19	-6
Wee1 stabilizer	-2	5	3	2	1	-1	-2	0
thrombin 1536	-13	3	4	2	-3	-4	-4	0
Runt-SMMHC FRET	1	-3	1	5	-1	0	0	1
14-3-3 Bad inh	1	-5	-9	5	-10	0	-6	-8

#33 COc1ccc(Oc2nc3ccccc3nc2C(F)(F)F)cc1
#34 Cc1ccc(S(=O)(=O)N2CCC(=O)N(CCOC(=O)Nc3cccc(Cl)c3)CC2)cc1
#35 CCC(C)(C(=O)Nc1ccc2c(c1)OCCO2)N(C(C)=O)c1ccc(C(N)=O)cc1 (centres undefined)
#36 CC(=O)Nc1ccc2c(c1)C(C)(C)C(C)N2C (centres undefined)
#37 CCOC(=O)N1CCN(c2c(NCCN3CCN(c4ccccc4F)CC3)c(=O)c2=O)CC1
#38 Cc1ccc(S(=O)(=O)N2CCOCC2)cc1NC(=O)CSc1nc(N)cc(=O)[nH]1
#39 Cc1ccccc1Cn1nc(C)c(NC(=O)/C=C/c2cnn(C)c2)c1C
#40 OC(CNc1ccccc1)COc1ccc(OCC(O)CNc2ccccc2)cc1 (centres undefined)

entry no.	33	34	35	36	37	38	39	40
Runt-CBFb FRET	x	-4	3	9	1	2	0	0
Hck Nef HTS	0	1	0	28	-5	-1	10	-1
FXIa inh 1536	-1	4	3	-7	1	6	22	2
FXIIa inh	12	11	16	5	7	5	30	14
KLK5 inh	0	-13	-5	-4	1	-2	-15	58*
Wee1 stabilizer	0	-4	-1	-1	-2	3	0	-2
thrombin 1536	-3	0	1	3	-6	-5	6	0
Runt-SMMHC FRET	-5	-3	0	1	-3	-5	0	4
14-3-3 Bad inh	-1	0	2	-16	-2	-4	14	0

Brought forward from above: 2 compounds, then new ones.
#39 Cc1ccccc1Cn1nc(C)c(NC(=O)/C=C/c2cnn(C)c2)c1C
#40 OC(CNc1ccccc1)COc1ccc(OCC(O)CNc2ccccc2)cc1 (centres undefined)
#41 COC(=O)c1sc(NC(=O)C2CCCO2)c(C(=O)OC)c1C (centres undefined)
#42 COc1ccc(/C=N/N=C2/NC(=O)C(CC(=O)NC(N)=O)S2)cc1 (centres undefined)
#43 COc1cc(C(=O)OC2CC3CCC2(C)C3(C)C)ccc1OC(C)=O (centres undefined)
#44 Cc1ccc(NC(=O)CO/N=C/c2ccc(N(C)C)cc2)cc1
#45 CCNc1nc(NCC)nc(SCCOC(=O)Nc2ccc(Cl)cc2Cl)n1
#46 CCOC(=O)c1sc2ncnc(N3CCN(CC)CC3)c2c1C
#47 CCc1nnc(NC(=O)c2ccc(-c3ccc(F)cc3)o2)s1
#48 Cc1nn(CC(=O)OC(C)C(=O)Nc2ccccc2[N+](=O)[O-])c(C)c1[N+](=O)[O-] (centres undefined)

entry no.	39	40	41	42	43	44	45	46	47	48
Runt-CBFb FRET	0	0	-2	1	-4	-7	-2	x	-1	1
Hck Nef HTS	10	-1	9	1	-3	0	-11	18	24	3
FXIa inh 1536	22	2	0	-1	5	7	2	-3	4	7
FXIIa inh	30	14	-4	7	12	8	10	6	3	9
KLK5 inh	-15	58*	13	-1	3	-26	-6	-1	-4	-5
Wee1 stabilizer	0	-2	-1	6	0	1	-1	2	0	1
thrombin 1536	6	0	-6	-3	-1	-4	-4	-7	1	-2
Runt-SMMHC FRET	0	4	-2	2	-4	-11	1	1	2	-3
14-3-3 Bad inh	14	0	-1	-4	0	1[fluorescence artefact?]	-3	-6	9	-4[fluorescence artefact?]

Entries listed so far with an aryl methoxy group, in the order listed:
#9 COc1cc(C(=O)N/N=C/c2sc(=O)n(-c3ccccc3)c2Cl)cc(OC)c1OC
#10 COc1ccccc1/C=N/N(C(C)=O)c1nc(-c2ccc(F)cc2)cs1
#15 COc1ccc(C(=O)c2ccccc2)cc1
#30 COc1cc(CC(=O)Oc2ccc3c(c2)OCO3)cc(OC)c1OC
#31 COc1cccc(-c2nn[nH]n2)c1O
#33 COc1ccc(Oc2nc3ccccc3nc2C(F)(F)F)cc1
#42 COc1ccc(/C=N/N=C2/NC(=O)C(CC(=O)NC(N)=O)S2)cc1 (centres undefined)
#43 COc1cc(C(=O)OC2CC3CCC2(C)C3(C)C)ccc1OC(C)=O (centres undefined)

entry no.	9	10	15	30	31	33	42	43
Runt-CBFb FRET	0	0	-2	0	1	x	1	-4
Hck Nef HTS	0	2	-2	1	1	0	1	-3
FXIa inh 1536	-1	-3	-10	-18	-5	-1	-1	5
FXIIa inh	2	-1	4	4	6	12	7	12
KLK5 inh	-9	6	-10	-9	-19	0	-1	3
Wee1 stabilizer	0	1	1	-1	-2	0	6	0
thrombin 1536	-2	-1	-1	-4	-4	-3	-3	-1
Runt-SMMHC FRET	3	-2	-1	0	0	-5	2	-4
14-3-3 Bad inh	-11[fluorescence artefact?]	-12[fluorescence artefact?]	6	0	-6	-1	-4	0
